BLM inh – qHTS Assay for Inhibitors of Bloom's syndrome helicase (BLM). 350,000 tested, 0.2% active. recombinant BLM DNA unwinding, fluorescence dequenching. Potency, µM (highest dose often 56.1 µM), inactives show top-dose activity change, negative = inhibition, actives largely listed as inhibitors. RecQ-like DNA helicase BLM (Homo sapiens), P54132. AID 2528, 2010;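 note: potency is the fitted concentration of half-maximal effect; plate controls were vehicle for no effect and no enzyme for full effect; nearly all actives have a fitted effect of over 35% in size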
POLI inh – qHTS for Inhibitors of Polymerase Iota; DNA polymerase iota (Homo sapiens), Q9UNA4; Pol iota fluorescent replication assay, 10 min; Potency, µM (highest dose often 115 µM), for the others: top-dose activity, negative = inhibition, usual class: inhibitors; 390,000 tested, 1% active; AID 588590, 2011; note: potency is the fitted concentration of half-maximal effect
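Fluorescent replication assay read twice, at 0 min and 10 min after adding 50 nM (final) substrate. Enzyme (10 nM) and compounds were first incubated 15 min at room temperature; enzyme-free buffer wells were negative controls.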
Anesthetic bind – qHTS Assay for Identification of Novel General Anesthetics | Ferritin light chain (Equus caballus), P02791 | apoferritin/1-aminoanthracene competitive binding, fluorescence | Potency, µM (doses to about 77.5 µM), for inactives: at the top dose activity change, negative = displacement, usual class: inhibitors | 350,000 tested, 0.074% active | AID 485281, 2010; note: potency is the fitted concentration of half-maximal effect; % is set by controls: 0 for no effect and ±100 for the full control effect; nearly all actives have a fitted effect of over 20% in size
Target sequence (P02791 2-175 limits assumed): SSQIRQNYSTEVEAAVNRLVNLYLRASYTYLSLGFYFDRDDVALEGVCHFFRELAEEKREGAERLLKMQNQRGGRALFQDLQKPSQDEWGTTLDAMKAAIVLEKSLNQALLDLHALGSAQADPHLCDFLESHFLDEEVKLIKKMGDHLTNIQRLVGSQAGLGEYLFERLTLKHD
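Horse-spleen apoferritin (10 uM) was mixed with 50% saturated 1-aminoanthracene in PBS, exposed to compounds for 10 min at room temperature, and read for fluorescence (ex 380 nm, em 535 nm). Competitive displacement was fitted with a four-parameter Hill equation.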
Pol kappa inh – qHTS for Inhibitors of Polymerase Kappa. DNA polymerase kappa (Homo sapiens), Q9UBT6. purified Pol kappa, fluorescent DNA synthesis assay, 10 min. Potency, µM (series often up to 107 µM), for inactives: top-dose activity, negative = inhibition, hits mostly inhibitors. 400,000 tested, 0.53% active. AID 588579, 2011; note: potency is the fitted concentration of half-maximal effect; % is set by controls: 0 for no effect and ±100 for the full control effect
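Here, compound and 10 nM enzyme are combined for 15 min at room temperature; adding 50 nM substrate (final) starts DNA synthesis, tracked by fluorescence at 0 and 10 min against buffer-only wells.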
TRHR ag – qHTS for Small Molecule Agonists and Allosteric Enhancers of Human TRH Receptor: Primary Screen for Agonists | activation, % at 2 µM | 360,000 tested, 0.18% active | TRHR cells, calcium flux fluo-8, FDSS agonist mode | Thyrotropin-releasing hormone receptor (Homo sapiens), P34981; in the data active = activation above about 30%; note: 0% is about no effect
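Read-out: compound-evoked intracellular calcium rise in TRHR cells, fluo-8 dye, kinetic FDSS fluorescence at 1 s/cycle following a 10-cycle baseline. Cells cultured overnight before dye loading (30 min–1.5 h, RT).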
12-LOX inh – Primary qHTS assay for inhibitors of human arachidonate 12S-lipoxygenase (ALOX12): Round 2; Polyunsaturated fatty acid lipoxygenase ALOX12 (Homo sapiens), P18054; purified 12hLO, xylenol orange hydroperoxide absorbance; Potency, µM (series often up to 108 µM), for the others: at the highest dose activity change, negative = inhibition, usual class: inhibitors; 580,000 tested, 1.1% active; AID 1671190, 2021; note: potency is the fitted concentration of half-maximal effect; % is set by controls: 0 for no effect and ±100 for the full control effect
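Purified human 12hLO at 150 nM in 25 mM Hepes, 0.01% Triton X-100, pH 7.0, preincubated 15 min at room temperature with compound. Reaction started with 40 uM arachidonic acid, 30 min at room temperature. Hydroperoxide measured by Fe-xylenol orange, 573/405 nm absorbance ratio.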
APE1 inh – qHTS Assay for Inhibitors of the Human Apurinic/apyrimidinic Endonuclease 1 (APE1). DNA repair nuclease/redox regulator APEX1 (Homo sapiens), P27695. recombinant APE1, TAMRA/BHQ-2 abasic DNA cleavage fluorescence. Potency, µM (doses to about 65.8 µM), without a hit: at the top dose activity change, negative = inhibition, hits mostly inhibitors. 350,000 tested, 0.35% active;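 note: potency is the fitted concentration of half-maximal effect; plate controls were vehicle for no effect and reference inhibitor for full effect; nearly all actives have a fitted effect of over 55% in size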
Target sequence (P27695 whole entry, looked up): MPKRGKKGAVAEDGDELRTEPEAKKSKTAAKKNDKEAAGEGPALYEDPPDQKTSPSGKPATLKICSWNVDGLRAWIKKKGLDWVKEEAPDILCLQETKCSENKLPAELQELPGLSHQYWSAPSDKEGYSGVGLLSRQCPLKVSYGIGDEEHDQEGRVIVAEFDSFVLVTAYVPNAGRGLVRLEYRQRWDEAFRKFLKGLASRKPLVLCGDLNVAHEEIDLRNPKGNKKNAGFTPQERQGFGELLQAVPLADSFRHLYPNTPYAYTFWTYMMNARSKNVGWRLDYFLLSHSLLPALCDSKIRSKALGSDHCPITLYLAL
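Quantitative HTS: incision of a TAMRA/BHQ-2 double-stranded substrate bearing a tetrahydrofuran abasic site by 0.75 nM APE1 raises fluorescence. Substrate 50 nM final, added after 15 min compound preincubation at room temperature; progress as third-minus-first kinetic read difference.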
ERG Ets-DNA blk – qHTS for Small Molecule Inhibitors of the ERG Ets/DNA interaction; Transcriptional regulator ERG (Homo sapiens), P11308; fluorescence polarization, His-ERG Ets domain / labelled DNA; Potency, µM (top dose mostly 76.9 µM), without a hit: at the top dose FP activity, negative = inhibition, actives largely listed as inhibitors; 370,000 tested, 0.028% active; AID 624246, 2012; active = well fitted inhibition curve with a large enough effect in the polarisation, with a control signal flat; inconclusive = small, poorly fitted or top-dose-only effect, or effect the other way, or a change in a side signal; inactive = no such curve, though single readings can be large or run the other way; the % refers to the polarisation;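 note: polarization taken with two DNA probes labelled with fluorescein and Texas red; potency is the fitted concentration of half-maximal effect; % of control where 0% means no effect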
Target sequence (P11308 whole entry, looked up, the tested form may be a part): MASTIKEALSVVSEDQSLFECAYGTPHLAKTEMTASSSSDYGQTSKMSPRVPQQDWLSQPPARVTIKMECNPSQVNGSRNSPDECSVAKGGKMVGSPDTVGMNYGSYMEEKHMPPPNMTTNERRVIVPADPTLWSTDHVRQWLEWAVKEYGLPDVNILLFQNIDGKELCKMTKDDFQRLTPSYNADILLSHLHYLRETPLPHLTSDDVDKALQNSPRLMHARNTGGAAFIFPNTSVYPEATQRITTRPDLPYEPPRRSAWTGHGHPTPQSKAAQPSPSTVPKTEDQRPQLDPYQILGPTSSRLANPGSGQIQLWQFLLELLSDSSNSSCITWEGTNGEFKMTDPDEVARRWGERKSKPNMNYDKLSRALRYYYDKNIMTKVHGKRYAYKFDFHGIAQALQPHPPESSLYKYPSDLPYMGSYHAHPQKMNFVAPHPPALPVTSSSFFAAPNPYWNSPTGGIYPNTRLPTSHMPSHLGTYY
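His-tagged ERG Ets domain (1 uM in the protein solution; 300mM KCl, 50mM Tris-HCl, 1mM EDTA, 1mM DTT, pH 7.5) received compound, then a probe mix of 5 nM fluorescein-DNA and 100nM Texas-615-DNA. Fluorescence polarization was read for both dyes.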
POLB inh – qHTS Assay for Inhibitors of DNA Polymerase Beta; Pol beta primer extension/strand displacement, fluorescence kinetic; Potency, µM (titrated, usually from 114 µM), without a hit: top-dose activity change, negative = inhibition, actives largely listed as inhibitors; 340,000 tested, 1.3% active; AID 485314, 2010; note: potency is the fitted concentration of half-maximal effect; % is set by controls: 0 for no effect and ±100 for the full control effect
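Curves were derived by four-parameter Hill fits of normalized qHTS data. The kinetic fluorescent primer-extension read was taken at 0 and 10 min after 50 nM substrate, following a 15 min room-temperature preincubation of 10 nM enzyme with compounds.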
The depositor's hits bear a star; ? = inconclusive; · = no result given; & = joins results of further samples; [ ] = dose if it differs, or a comment. Unless noted, calls come from the whole dose curve; as a rule, active = well fitted curve in the direction sought with a large enough effect; inconclusive = small, poorly fitted or top-dose-only effect, or another doubt; inactive = no such curve, though single readings can be large; an effect the other way counts as inactive or inconclusive. This is a subset. The share of hits here may be higher or lower than overall.

SMILES | BLM inh | POLI inh | Anesthetic bind | Pol kappa inh | TRHR ag | 12-LOX inh | APE1 inh | ERG Ets-DNA blk | POLB inh
O=C(c1cc2ccccc2oc1=O)N1CCN(c2ncccn2)CC1 | -6% | -15% | -10% | -1% | 0.3 | · | 2% | -12% | 2%
Cc1ccccc1NC(=O)c1c(NC(=O)Cc2ccccc2)sc2c1CCC2 | -7% | -2% | -5% | -12% | -0.3 | -17% | · | 2% | 25%
CN(Cc1cccs1)C(=O)COc1cccc2c1OC(C)(C)C2 | · | 6% | · | -2% | · | -3% | 0% | 9% | ·
CC(O)CCCCn1c(=O)c2c(ncn2C)n(C)c1=O (stereo not drawn) | 2% | · | 4% | 7%[19.4 µM] | · | · | 2% | · | ·
CCOc1ccc(OCC(=O)N2CCC3(CC2)CC(=O)c2ccccc2O3)cc1 | · | 16% | · | -7% | -0.3 | 1% | 4% | -6% | ·
O=c1c2ccccc2nc(N/N=C/c2c(O)ccc3ccccc23)n1O | -23% | ? | -7% | ? | 0.2 | ? | 10% | -7% | 6%
CC(=O)Oc1c(/C=C(\C#N)C(N)=O)[nH]c2ccccc12 | 0% | 35% | -6% | -5% | -0.9 | ? | 3% | 34%[activator] | 2%
NNC(=O)CNC(=O)c1cccc(Br)c1 | 2% | -5% | 28µM* | -11% | 0.4 | -11% | -7% | -2% | 22%
CCOC(=O)c1c(C)oc2nc(C)nc(NCCc3ccc(C)cc3)c12 | -3% | -17% | -9% | 3% | 1.2 | -12% | · | 2% | 7%
COCCCn1c(-c2ccco2)nc2ccccc2c1=O | -1% | 6% | -13% | 7% | -0.4 | -1% | -2% | 2% | 34%
CC(C)Cc1nnc(NC(=O)CCC(=O)N2CCN(C3CCCC3)CC2)s1 | 1% | 42%[activator] | -6% | 3% | 0.6 | 12% | 38% | -2% | 9%
CC(/C=C/C=C/c1ccccc1)=N\NC(=O)c1cccnc1 | -3% | 47%[activator] | -6% | -4% | -0.4 | 22% | 12% | -6% | 19%
Cc1ccc(S(=O)(=O)N2CCN(C(=O)CSc3nncs3)CC2)cc1 | 6% | 13% | -5% | -15% | -2.1 | -6% | 3% | -7% | 3%
Cc1c(S(=O)(=O)N2CCCC2)c(=O)n(C)c(=O)n1C | · | -18% | · | 3% | 0.2 | -3% | 21% | 10% | ·
Cc1cccc(C)c1NC(=O)N1CCC(C(=O)c2ccc(F)cc2)CC1 | 3% | 47%[activator] | -5% | -2% | 0.4 | -17% | 11% | -6% | 50%
CCOC(=O)C1CCCN1C(=O)C1(NC(C)=O)CCCC1 (stereo not drawn) | · | 19% | · | -17% | · | -18% | · | -5% | ·
COCc1c(C)cc(C)c(/C=N/O)c1C | -3% | 8% | -7% | -3% | 0.3 | 24% | 1% | 1% | 5%
CCOC(=O)c1c(-c2ccc(OC)cc2)csc1NC(=O)CCN1C(=O)c2ccccc2C1=O | -4% | 20% | ? | 0% | -0.6 | ? | -5% | -1% | -3%
CCC(CC)c1nnc(NC(=O)CN2C(=O)C3C4C=CC(C4)C3C2=O)s1 (stereo not drawn) | 1% | -12% | -8% | -4% | 0.8 | 0% | 1% | 6% | 7%
S=c1[nH]c2ccccc2n2c(=S)[nH]nc12 | -2% | ? | -9% | -13% | 0.7 | ? | 44% | 4% | 5%
CC(=O)C12OC(C)(C)OC1CC1C3CCC4=CC(=O)C=CC4(C)C3(F)C(O)CC12C (stereo not drawn) | · | -25% | · | -8% | · | 0% | · | 5% | ·
O=C(COc1ccc([N+](=O)[O-])cc1)N/N=C/c1ccccn1 | -2% | 11% | -8% | -2% | -0.4 | 15% | 1% | -5% | 1%
COC(=O)c1ccc(CSc2nnc3c(Cl)cc(Cl)cn23)o1 | -5% | ? | -13% | 7% | 0.1 | 1% | 0% | 1% | -2%
COc1ccc(-n2nnnc2C2CCN(S(=O)(=O)c3ccc(F)cc3Cl)CC2)cc1 | -4% | 19% | 61%[activator] | -17% | 2.0 | -44%&0% | · | 3% | -17%
CCCc1cc(=O)oc2cc(C)cc(OCC(=O)Nc3ccc(CN4CCOCC4)cc3)c12 | -5% | ? | ? | 12% | -0.1 | 5% | -15% | -3% | 40%
CCOC(=O)N1CCN(C(=O)c2cc(-c3ccncc3)nc3ccccc23)CC1 | · | 21% | · | -5% | 0.9 | -2%&2% | -10% | 19% | ·
Fc1ccccc1-c1nc(-c2ccc(-c3nn[nH]n3)cc2)no1 | · | 14% | · | -9% | · | -24% | 7%&-6% | · | ·
O=P(O)(O)CP(=O)(O)O | -3% | · | -6% | 1%[19.4 µM] | 0.4 | · | 12% | · | 3%
[O-][n+]1onc2c3ccnnc3ccc21 | 1% | 7% | -5% | -5% | 0.2 | 0% | 2% | 0% | 28%
COc1ccccc1OCCNC(=O)c1ccc2c(c1)CCC2 | -1% | 68%[activator] | -13% | -6% | -0.4 | 14% | -5% | -9% | -17%
COc1ccc(NC(=O)c2cnn(-c3ccccc3)c2C)cc1 | -9% | 30% | -5% | -10% | 0.1 | 4% | 50%[activator] | 1% | 0%
O=C(CC1OC(=O)c2ccccc21)Nc1cc(S(=O)(=O)N2CCOCC2)ccc1OCC(F)(F)F (stereo not drawn) | · | 19% | · | -1% | -1.1 | -5% | -17% | -2% | ·
O=C(CN1CCOCC1)Nc1ccc(OCc2ccccc2)cc1 | -3% | 7% | -19% | -15% | 0.6 | 0% | -4% | -12% | 3%
CO/N=C\CC(=O)Nc1ccc(F)cc1 | -2% | 26% | 9% | 4% | -0.2 | 2% | -8% | 1% | -12%
CC1(OC(=O)C2CCCC2)C(=O)C=C2C=C(c3ccsc3)N(CCc3c[nH]c4ccccc34)C=C2C1=O (stereo not drawn) | 3%[12.4 µM] | -9% | -8% | -12% | -0.6 | · | 9%[12.4 µM] | 13% | -6%
N#Cc1ccc(C(=O)Nc2cc(-c3ccc(F)cc3)nn2-c2ccccc2)cc1 | · | 8% | · | 7% | -0.4 | 0% | -12% | 18% | ·
O=C(NCC1CCCO1)c1ccc2c(=O)n(-c3ccc(F)cc3)c(=S)[nH]c2c1 (stereo not drawn) | -5% | 29% | -14% | 5% | 0.1 | 8% | -6% | 8% | 6%
COc1ccc(C2C(C(=O)O)CC(=O)N2C2CCCCC2)cc1 (stereo not drawn) | 0% | 16% | 5% | -5% | 1.1 | -19% | 14% | 3% | 2%
CCCN1CCc2c(sc3nc(SCC)n(-c4ccccc4)c(=O)c23)C1 | 3% | 64%[activator] | -11% | -9% | -0.1 | · | -4% | 8% | 6%
CCOC(=O)Nc1cccc(NC(=O)c2ccccc2F)c1 | -1% | 6% | -4% | -4% | 0.1 | -11% | 0% | 7% | -7%
O=C(NNc1c(F)c(F)cc(F)c1F)c1ccc(Cl)nc1 | 0% | 38%[activator] | 6% | -8% | -0.8 | -2% | 57%[activator] | -2% | 46%
O=C(c1ccc(F)cc1F)N1CCN(S(=O)(=O)c2ccc3c(c2)OCCO3)CC1 | · | -5% | · | -10% | 0.7 | 172%[activator] | -15% | 10% | ·
CCCNS(=O)(=O)c1ccc(CCC(=O)NCCc2ccc(OC)c(OC)c2)cc1 | -1% | 67%[activator] | -2% | 0% | -0.2 | ? | 2% | 0% | -8%
CCCC(C)C(=O)Nc1ncc(S(=O)(=O)c2ccc([N+](=O)[O-])cc2)s1 (stereo not drawn) | -7% | ? | ? | -11% | -1.3 | -7% | -17% | -3% | 0%
NC(=O)C1(NC(=O)[C@@H]2CC3(CC(c4cccc(NC(=O)[C@@H]5CCC(=O)N5)c4)=NO3)CN2C(=O)c2ccccc2)CC1 (stereo partly drawn) | -2% | 16% | -6% | 15% | 0.0 | -2% | 1% | -14% | 10%
CCOC(=O)CC1Sc2ccccc2NC1=O (stereo not drawn) | -1% | -7% | ? | -7% | 0.1 | -19% | 1% | 2% | -3%
CCN(CC)C(=O)Oc1nnc(SC(C)C)n1-c1ccc(Cl)cc1 | -1% | 145%[activator] | -13% | -3% | -0.3 | ? | 1% | -7% | 2%
O=C(CNc1c(Br)cc(Br)cc1Br)NN=C1CCCCC1 | 1% | · | -1% | · | -0.2 | · | 4% | · | -18%
CCO[C@@H]1OC(C(=O)N2CCN(Cc3ccccc3)CC2)=C[C@H](c2ccccc2)[C@H]1CCCO | -3% | 12% | -4% | 11% | 0.3 | -32% | 1% | -1% | -9%
COC(=O)c1cc(NC(=O)c2cnc(SC)nc2-c2ccccc2)cc(C(=O)OC)c1 | -5% | 29% | 4% | -16%[60.1 µM] | 0.0 | ? | · | 11% | 2%

Reprinted from the results shown (2 entries):
SMILES | BLM inh | POLI inh | Anesthetic bind | Pol kappa inh | TRHR ag | 12-LOX inh | APE1 inh | ERG Ets-DNA blk | POLB inh
CCOC(=O)CC1Sc2ccccc2NC1=O (stereo not drawn) | -1% | -7% | ? | -7% | 0.1 | -19% | 1% | 2% | -3%
CCN(CC)C(=O)Oc1nnc(SC(C)C)n1-c1ccc(Cl)cc1 | -1% | 145%[activator] | -13% | -3% | -0.3 | ? | 1% | -7% | 2%

Bioassay records from PubChem.
